KDM5B inh – blocks human KDM5B histone demethylase activity. 220,000 tested, 2.6% active. Potency, µM (series often up to 57.7 µM), for inactives: top-dose activity change, negative = inhibition, actives largely listed as inhibitors. KDM5B demethylase, FDH-coupled NADH fluorescence (FDH is formaldehyde dehydrogenase). AID 1347165; active = well fitted inhibition curve with a large enough effect; inconclusive = small, poorly fitted or top-dose-only effect; inactive = no such curve, though single readings can be large or run the other way; also: 0% is about no effect; nearly all actives have a fitted effect of over 70% in size
Target sequence (Q9UGL1 whole entry, looked up): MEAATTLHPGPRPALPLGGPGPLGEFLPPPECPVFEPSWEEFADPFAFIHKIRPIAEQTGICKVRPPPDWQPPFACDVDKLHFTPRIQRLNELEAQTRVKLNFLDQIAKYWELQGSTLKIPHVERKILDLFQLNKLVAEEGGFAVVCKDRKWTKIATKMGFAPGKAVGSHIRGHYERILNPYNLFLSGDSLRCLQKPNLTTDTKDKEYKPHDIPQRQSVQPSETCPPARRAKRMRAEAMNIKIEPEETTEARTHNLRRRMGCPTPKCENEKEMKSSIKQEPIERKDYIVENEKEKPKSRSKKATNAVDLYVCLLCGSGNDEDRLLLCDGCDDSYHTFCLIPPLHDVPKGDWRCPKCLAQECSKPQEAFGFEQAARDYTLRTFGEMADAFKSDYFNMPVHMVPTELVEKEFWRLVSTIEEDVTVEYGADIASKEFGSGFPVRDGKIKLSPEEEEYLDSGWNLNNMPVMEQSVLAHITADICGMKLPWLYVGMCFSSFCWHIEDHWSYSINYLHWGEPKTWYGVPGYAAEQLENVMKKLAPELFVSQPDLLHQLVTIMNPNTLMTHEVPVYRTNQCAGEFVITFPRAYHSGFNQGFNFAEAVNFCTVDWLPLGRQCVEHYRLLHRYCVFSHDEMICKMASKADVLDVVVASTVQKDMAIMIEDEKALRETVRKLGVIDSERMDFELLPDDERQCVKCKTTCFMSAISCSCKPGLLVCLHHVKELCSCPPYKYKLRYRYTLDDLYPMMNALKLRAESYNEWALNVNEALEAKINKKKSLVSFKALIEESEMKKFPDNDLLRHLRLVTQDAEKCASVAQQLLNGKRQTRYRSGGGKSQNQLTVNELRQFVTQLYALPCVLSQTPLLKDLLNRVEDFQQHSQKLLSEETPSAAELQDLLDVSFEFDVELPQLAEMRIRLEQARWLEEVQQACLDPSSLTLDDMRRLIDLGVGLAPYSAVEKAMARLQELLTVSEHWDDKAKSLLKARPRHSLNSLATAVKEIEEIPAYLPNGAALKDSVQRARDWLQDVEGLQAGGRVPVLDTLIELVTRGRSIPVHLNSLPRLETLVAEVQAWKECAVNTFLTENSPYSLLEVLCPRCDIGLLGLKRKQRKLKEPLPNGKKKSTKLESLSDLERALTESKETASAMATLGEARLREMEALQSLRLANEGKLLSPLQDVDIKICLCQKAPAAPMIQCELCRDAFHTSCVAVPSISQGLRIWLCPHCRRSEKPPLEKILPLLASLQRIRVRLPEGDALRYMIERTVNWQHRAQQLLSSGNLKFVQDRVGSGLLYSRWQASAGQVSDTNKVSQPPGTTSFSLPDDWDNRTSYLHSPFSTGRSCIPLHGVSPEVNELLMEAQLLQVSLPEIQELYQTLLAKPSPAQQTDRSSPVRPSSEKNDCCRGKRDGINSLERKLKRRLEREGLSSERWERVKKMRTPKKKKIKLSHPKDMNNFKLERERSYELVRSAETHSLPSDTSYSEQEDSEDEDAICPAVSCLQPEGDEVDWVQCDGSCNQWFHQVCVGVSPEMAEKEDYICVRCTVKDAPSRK
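qHTS format, multiple compound concentrations. Buffer 50 mM HEPES pH 7.5/0.01% Tween-20; 200 nM KDM5BΔAP final; 10 min compound preincubation; substrate-mix levels 12.5 µM peptide, 25 µM α-KG, 0.25 mM NAD⁺; 30 min RT; ΔRFU.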
* hit, by the source's call; [ ] = remark or other dose. Potency is read from the fitted curve at half-maximal effect.

`O=C(CSc1nc2c([nH]c3ccccc32)c(=O)n1-c1ccccc1)N1CCc2ccccc21` gave KDM5B inh -19.2%.
COCC(=O)Nc1ccc([C@H]2OCC(=O)N(CC(C)C)[C@@H]2CO)cc1 was read as KDM5B inh 2.1%[86.2 µM].
For CCCCOCCCNC(=O)c1ccccc1SCC the results were KDM5B inh 16.2%.
Screening O=C(Cc1ccc2c(c1)OCO2)N(Cc1ccncc1)Cc1cccc(OCCc2ccc(F)cc2)c1 returned KDM5B inh inconclusive.
For Fc1cc(Br)ccc1OCc1coc(-c2ccccc2)n1 the results were KDM5B inh 13.2%.
C/C(Cc1ccccc1)=N\NC(=O)c1ccc(C(C)(C)C)cc1 was read as KDM5B inh 20.6%.
`CCOC(=O)C(C)Oc1cc(O)c2c(=O)cc(-c3ccccc3)oc2c1` (centres undefined) gave KDM5B inh 21.9%.
For COCCCNC(=O)CSC1=Nc2ccccc2C2=NC(CCC(=O)NCc3ccc(OC)cc3)C(=O)N12 (centres undefined) the results were KDM5B inh -21.6%.
For Cc1noc([C@@H]2CN(Cc3ccccc3C#N)C[C@H]2C(N)=O)n1 the results were KDM5B inh -18.5%.
For COCCn1cnc2c1c(O)nc(=O)n2Cc1ccccc1 the results were KDM5B inh 10.0%.
Cc1cccc(/C=C/C(=O)c2cccs2)c1 was read as KDM5B inh -18.2%.
For COc1ccc(CC(=O)NCCc2sc(-c3cccc(F)c3)nc2C)cc1 the results were KDM5B inh -19.2%.
For Cn1nccc1C(=O)N1C[C@@H]2CCCN3CCC[C@@H]([C@H]23)[C@H]1CCCC(=O)N1CCOCC1 the results were KDM5B inh -4.1%.
`Cc1ccc(C(=O)Nc2ccc(NC(=O)c3cccs3)cc2)cc1C` gave KDM5B inh inconclusive.
Screening CCc1csc(CCNC(=O)C2CCC(=O)N(Cc3cccc(C(F)(F)F)c3)C2)n1 (centres undefined) returned KDM5B inh 32.4%.
For Cc1ccc(C)c2[nH]c(C(=O)O)cc12 the results were KDM5B inh inconclusive.
For COc1ccc(Nc2cnc3ccc(N(C)Cc4cccnc4)nn23)cc1OC the results were KDM5B inh -20.9%[86.2 µM].
Cc1ccc(C(=O)N/N=C/c2ccc(OC(=O)c3ccccc3Cl)cc2)cn1 was read as KDM5B inh -14.2%.
CC(Sc1ccc2ccccc2n1)C(=O)NC1CC1 (centres undefined) was read as KDM5B inh 30.5%[activator].
For O=C(O)C1CCN(C(=O)CSc2nnc(-c3ccccc3F)n2C2CCCC2)CC1 the results were KDM5B inh 9.8%.
For COc1ccc(NC(=O)Cn2nnc(C(=O)NCc3ccccc3Cl)c2N)cc1Cl the results were KDM5B inh -13.8%.
For O=S(=O)(Nc1nc2ccccc2nc1NC1CCCC1)c1ccc2c(c1)OCCO2 the results were KDM5B inh inconclusive.
O=C(c1ccc(F)cc1)N1CC(Oc2cccc(-c3nc(-c4ccccc4)no3)c2)C1 was read as KDM5B inh inconclusive.
For C#CCNC(=O)[C@H]1C[C@@H](O)[C@H](O)[C@@H]2N=C(Nc3cccc4ccccc34)S[C@@H]21 the results were KDM5B inh 8.91µM*.
For Cc1ccnc(NC(=O)CCC(=O)N(CC(=O)NCc2ccc(F)cc2)c2ccc(F)cc2)c1 the results were KDM5B inh 17.9%.
O=C(Cc1ccccc1)Nc1c(Cl)ccc2nsnc12 was read as KDM5B inh -15.4%.
`COC(=O)c1ccc(C(=O)Nc2nc3cc(N)c(C)cc3s2)cc1` gave KDM5B inh 23.6%.
`Cc1ccc(C)c(N2CCN(C(=O)CN3C(=O)COc4ccc(S(=O)(=O)N5CCCCCC5)cc43)CC2)c1` gave KDM5B inh inconclusive.
Screening COc1ccccc1CNC(=O)c1cc2cccc3c2n1CC(C)S3 (centres undefined) returned KDM5B inh inconclusive.
Screening COc1cccc(C2=CC(c3ccccc3F)n3ncc(C(=O)Nc4ccc(F)cc4)c3N2)c1 (centres undefined) returned KDM5B inh -30.0%.
`Cc1ccc(N2CC(NC(=O)c3cccc(Cl)c3)CC2=O)cc1C` (centres undefined) gave KDM5B inh 4.7%.
`Cc1ccc(OC(C)c2nc(-c3cccnn3)no2)cc1C` (centres undefined) gave KDM5B inh -18.0%.
`Cc1c(-c2nc(-c3ccccc3)no2)nnn1-c1cccc(C(F)(F)F)c1` gave KDM5B inh 6.8%.
COc1ccc(CN2CCN(Cc3cccc(F)c3)CC2)cc1OC was read as KDM5B inh inconclusive.
CN(CCO)C(=O)c1cn2cc(-c3cccs3)n(CC3CC3)c(=O)c2n1 was read as KDM5B inh -18.7%.
Screening CCc1ccc(CN(C(=O)c2cc(=O)c3cc(Cl)ccc3o2)C2CCS(=O)(=O)C2)cc1 (centres undefined) returned KDM5B inh 10.2%.
For O=C(NC1(C(F)(F)F)NC(=O)N(CCc2ccccc2)C1=O)c1ccccc1F (centres undefined) the results were KDM5B inh -6.1%.
`Cn1c(=O)[nH]c(=O)c2c1nc(SCC(=O)c1ccccc1)n2CCCc1ccccc1` gave KDM5B inh -3.2%.
Screening Cc1cc(Cl)ccc1NC(=O)C1CCCc2ccccc21 (centres undefined) returned KDM5B inh 24.3%.
CCOC(=O)C1(C)C=C(Nc2ccc(CC)cc2)C(=O)N1c1ccc(CC)cc1 (centres undefined) was read as KDM5B inh 8.4%.
`O=c1c2cnn(-c3ccc(Cl)cc3)c2ncn1Cc1cccc(C(F)(F)F)c1` gave KDM5B inh -15.9%.
For Cc1nc2cc(NC(=O)c3cc(S(=O)(=O)Nc4ccc(C)c(C)c4)ccc3Cl)ccc2o1 the results were KDM5B inh 5.3%.
`Cc1cc(-c2ccc(N=Cc3cccc(Cl)c3)c(C)c2)ccc1N=Cc1cccc(Cl)c1` gave KDM5B inh -28.4%.
Screening CN(C)CCCNCCc1ccccc1 returned KDM5B inh 5.9%.
`O=C(/C=C/c1cccc(Br)c1)c1cccc(O)c1` gave KDM5B inh inconclusive.

Pulled by compound from the list above (four):
For O=C(NC1(C(F)(F)F)NC(=O)N(CCc2ccccc2)C1=O)c1ccccc1F (centres undefined) the results were KDM5B inh -6.1%.
Screening CCc1ccc(CN(C(=O)c2cc(=O)c3cc(Cl)ccc3o2)C2CCS(=O)(=O)C2)cc1 (centres undefined) returned KDM5B inh 10.2%.
`O=c1c2cnn(-c3ccc(Cl)cc3)c2ncn1Cc1cccc(C(F)(F)F)c1` gave KDM5B inh -15.9%.
`Cc1ccc(OC(C)c2nc(-c3cccnn3)no2)cc1C` (centres undefined) gave KDM5B inh -18.0%.

Compounds above that have a COOH group:
For Cc1ccc(C)c2[nH]c(C(=O)O)cc12 the results were KDM5B inh inconclusive.
For O=C(O)C1CCN(C(=O)CSc2nnc(-c3ccccc3F)n2C2CCCC2)CC1 the results were KDM5B inh 9.8%.

More compounds follow.
`COc1ccc(N(CC(=O)Nc2ccc(Cl)cc2C)S(=O)(=O)c2ccccc2)c(OC)c1` gave KDM5B inh -15.9%.
`COc1ccc(CC2CN(Cc3cccc(-n4cccn4)c3)CCO2)cc1` (centres undefined) gave KDM5B inh 1.0%.
Screening CC1(CNC(=O)NCc2ccc(F)cc2)CCOCC1 returned KDM5B inh 4.7%.
For CC(C)NC(=O)N1CCN(C(=O)NC(C)C)[C@@H](C(=O)N[C@H](Cc2c[nH]c3ccccc23)C(N)=O)C1 the results were KDM5B inh 0.8%.
Screening O=C1CC2(CCN(C(=O)C3CCCCC3)C2)Nc2ccccc2N1 (centres undefined) returned KDM5B inh -17.1%[149 µM].
For Cc1ccc(Cl)cc1NC(=O)Cn1c(SCC(=O)NCc2ccccc2)nc2ccccc21 the results were KDM5B inh -15.8%.
For Cn1ccnc1C(=O)N1CCC2(CC1)CC(Cc1nc(C3CC3)no1)CCO2 (centres undefined) the results were KDM5B inh -2.5%.
`Cc1ccccc1CCNC(=O)c1ccc(Cn2c(=O)c3cccn3c3cccnc32)cc1` gave KDM5B inh inconclusive.
For Cc1cccc(NC(=O)CCNS(=O)(=O)c2cccc3nonc23)c1 the results were KDM5B inh 9.5%.
For O=C(NCCc1ccccc1)c1ccc2nc(N3CCCCC3)sc2c1 the results were KDM5B inh 7.4%.
For N#Cc1ccccc1CN1CCCCCCNC(=O)[C@@H]2CCC[C@@H]21 the results were KDM5B inh inconclusive.
Screening CCCC(=O)Nc1cc2nn(-c3ccccc3)nc2cc1C returned KDM5B inh inconclusive.
O=C(c1ccc(F)cc1)N1C[C@@H]2C[C@H](C1)c1ccc(NS(=O)(=O)Cc3ccccc3)c(=O)n1C2 was read as KDM5B inh inconclusive.
Screening CC(C)c1nc2nccc(-c3ccc(F)cc3)n2n1 returned KDM5B inh 28.2µM*.
Screening O=C(OCc1cccc2ccccc12)c1ccc(N2CCOCC2)nc1 returned KDM5B inh 11.2%.

Molecules listed so far that contain a CF3 group:
Screening CCc1csc(CCNC(=O)C2CCC(=O)N(Cc3cccc(C(F)(F)F)c3)C2)n1 (centres undefined) returned KDM5B inh 32.4%.
`Cc1c(-c2nc(-c3ccccc3)no2)nnn1-c1cccc(C(F)(F)F)c1` gave KDM5B inh 6.8%.
For O=C(NC1(C(F)(F)F)NC(=O)N(CCc2ccccc2)C1=O)c1ccccc1F (centres undefined) the results were KDM5B inh -6.1%.
`O=c1c2cnn(-c3ccc(Cl)cc3)c2ncn1Cc1cccc(C(F)(F)F)c1` gave KDM5B inh -15.9%.

(more compounds)
Screening CC(NC(=O)CSc1ccc2c(c1)OCCCO2)c1ccc2ccccc2c1 (centres undefined) returned KDM5B inh -20.3%.
Screening COC(=O)c1cc2sc(C)cc2n1CC(=O)Nc1ccc(C)c(C)c1 returned KDM5B inh -5.7%.
`O=c1cc(CN2CCCC(CCc3ccccc3C(F)(F)F)C2)[nH]c(=O)[nH]1` (centres undefined) gave KDM5B inh 11.2%.
`Cc1ccc(CN2CCCCCCNC(=O)[C@@H]3C[C@@H](C(=O)NCCc4cnc[nH]4)C[C@@H]32)o1` gave KDM5B inh inconclusive.
CCc1ccc(S(=O)(=O)c2cnc3ccccc3c2N2CCOCC2)cc1 was read as KDM5B inh 7.5%.
`CCC(c1cccs1)N1C(=O)[C@H]2CN(S(=O)(=O)c3ccc(Cl)cc3)C[C@H]2C1=O` (some centres undefined) gave KDM5B inh 17.6%.
CCCc1nnc(SCC(=O)Nc2ccc(C(=O)OCC)cc2)o1 was read as KDM5B inh 36.7%.
Screening N#Cc1ccc(C(=O)N2CCCN(c3cc(-c4ccc(Cl)cc4)[nH]n3)CC2)cc1 returned KDM5B inh -27.3%.
For Cc1cc2c(=O)n(C)c(SCC(=O)Nc3ccccc3)nc2s1 the results were KDM5B inh 37.2%[activator].
Screening O=C(CCN1C(=O)C2CCCCC2C1=O)Nc1nc(-c2ccccc2)cs1 (centres undefined) returned KDM5B inh 7.2%.
COc1ccc(-c2c(C)c3ccc(OS(=O)(=O)c4ccccc4)cc3oc2=O)cc1OC was read as KDM5B inh 1.2%.
`COc1ccc(CC(=O)NC2CCCc3c2[nH]c2c(Cl)cccc32)cc1` (centres undefined) gave KDM5B inh -29.0%.
Nc1cccc(/C=C/C(=O)c2ccccc2)c1 was read as KDM5B inh -24.4%.
Screening COC(=O)[C@@H]1Cc2ncn(Cc3ccc(OC)cc3)c2CN1C(=O)c1cccs1 returned KDM5B inh -22.3%[86.2 µM].
Screening Cc1ccc(N(CC(=O)N2CCN(c3cc(Cl)ccc3C)CC2)S(=O)(=O)c2c(C)noc2C)cc1 returned KDM5B inh 6.4%.

Ordered by count of non-hydrogen atoms (high to low): part of the list above.
`Cc1ccc(CN2CCCCCCNC(=O)[C@@H]3C[C@@H](C(=O)NCCc4cnc[nH]4)C[C@@H]32)o1` gave KDM5B inh inconclusive.
`O=c1cc(CN2CCCC(CCc3ccccc3C(F)(F)F)C2)[nH]c(=O)[nH]1` (centres undefined) gave KDM5B inh 11.2%.
Screening COC(=O)c1cc2sc(C)cc2n1CC(=O)Nc1ccc(C)c(C)c1 returned KDM5B inh -5.7%.

Next part.
Screening COC(=O)CSc1nc2sc3c(c2c(=O)n1-c1ccc(C)cc1)CC(C(C)C)OC3 (centres undefined) returned KDM5B inh -8.5%.
CN1CCc2c([nH]c3ccccc23)C12CCN(C(=O)c1ccccn1)CC2 was read as KDM5B inh -14.6%.
For COCC(C)NC(=O)c1cccc2c(=O)c(C)c(-c3ccccc3)oc12 (centres undefined) the results were KDM5B inh 9.1%.
Screening COc1ccc(NC(C)=O)cc1NC(=O)c1nn(C)c(=O)c2ccccc12 returned KDM5B inh 17.0%.
For COc1ccc([C@@H](NC(=O)c2scc3c2OCCO3)C2CC(O)C2)cn1 (some centres undefined) the results were KDM5B inh 31.6%.
For CC(C)C[C@@H](NC(=O)C1=C[C@@H](NC(=O)CC2(CC(=O)O)CCCC2)[C@@H](O)[C@H](O)C1)C(N)=O the results were KDM5B inh -9.8%.
`CC(=O)N1Cc2ccccc2CC2(CCCN2CC2CCOCC2)C1` (centres undefined) gave KDM5B inh inconclusive.
Screening CC(=O)Nc1cccc(NC(=O)C2(c3cccs3)CCOCC2)c1 returned KDM5B inh -13.2%.
Screening COc1ccc(Cl)cc1NC(=O)c1c(NCc2cccnc2)sc2c1CCC(C)C2 (centres undefined) returned KDM5B inh inconclusive.
`COCCNC(=O)C1COC2(CCC(C)CC2)N1C(=O)c1ccccc1C` (centres undefined) gave KDM5B inh 5.1%.
For Cc1ccccc1-c1noc(CNC(C)c2ccc(-n3cncn3)cc2)n1 (centres undefined) the results were KDM5B inh 7.1%.
O=C(Nc1cc2c(cc1C(=O)c1cccc(Br)c1)OCCO2)c1ccccc1F was read as KDM5B inh -32.9%.
For COCC(=O)N[C@H]1CCN(C(=O)COC)[C@H](C(=O)N[C@@H](Cc2cccs2)C(N)=O)C1 the results were KDM5B inh 37.9%[activator].
For COc1ccc(Cc2nc3nccc(-c4ccc5c(c4)OCCCO5)n3n2)cc1 the results were KDM5B inh inconclusive.
`Cc1ccc(NC(=O)[C@H](Cc2ccccc2)N2Cc3ccccc3C2=O)cc1` gave KDM5B inh -11.8%.

Source: PubChem (National Center for Advancing Translational Sciences (NCATS))

The list is partial. The share of hits here may be higher or lower than overall.
